Assay outcomes (PubChem BioAssay)
Mtb FBA inh = Mtb fructose-bisphosphate aldolase inhibition | purified M. tuberculosis FBA, fluorescence read-out | hit rate 2.3% among 360,000 | inhibition, % at 1 µM | AID 588726; in the data active means inhibition above about 27%;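 further: 0% = vehicle and 100% = reference inhibitor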
PfHsp40 yeast = restores yeast growth despite PfHsp40 toxicity | S. cerevisiae expressing PfHsp40, growth rescue, ATP luminescence | growth rescue, % at 12.5 µM | hit rate 0.68% among 340,000; in the data active means growth rescue above about 28%, passing the limit was not always enough; inconclusive means no clear call, values can overlap the other calls;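 further: yeast W303a lacking pdr1 and pdr3 grown in galactose medium; growth measured after three days at 30 °C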
Anthrax LF inh2 = anthrax lethal factor protease inhibition. P15917. hit rate 0.12% among 360,000. inhibition, % at 10 µM. multiplex microsphere protease cleavage assay, LF; further: plate controls were buffer without enzyme for full effect and enzyme alone for no effect
Target sequence (P15917 whole entry, looked up): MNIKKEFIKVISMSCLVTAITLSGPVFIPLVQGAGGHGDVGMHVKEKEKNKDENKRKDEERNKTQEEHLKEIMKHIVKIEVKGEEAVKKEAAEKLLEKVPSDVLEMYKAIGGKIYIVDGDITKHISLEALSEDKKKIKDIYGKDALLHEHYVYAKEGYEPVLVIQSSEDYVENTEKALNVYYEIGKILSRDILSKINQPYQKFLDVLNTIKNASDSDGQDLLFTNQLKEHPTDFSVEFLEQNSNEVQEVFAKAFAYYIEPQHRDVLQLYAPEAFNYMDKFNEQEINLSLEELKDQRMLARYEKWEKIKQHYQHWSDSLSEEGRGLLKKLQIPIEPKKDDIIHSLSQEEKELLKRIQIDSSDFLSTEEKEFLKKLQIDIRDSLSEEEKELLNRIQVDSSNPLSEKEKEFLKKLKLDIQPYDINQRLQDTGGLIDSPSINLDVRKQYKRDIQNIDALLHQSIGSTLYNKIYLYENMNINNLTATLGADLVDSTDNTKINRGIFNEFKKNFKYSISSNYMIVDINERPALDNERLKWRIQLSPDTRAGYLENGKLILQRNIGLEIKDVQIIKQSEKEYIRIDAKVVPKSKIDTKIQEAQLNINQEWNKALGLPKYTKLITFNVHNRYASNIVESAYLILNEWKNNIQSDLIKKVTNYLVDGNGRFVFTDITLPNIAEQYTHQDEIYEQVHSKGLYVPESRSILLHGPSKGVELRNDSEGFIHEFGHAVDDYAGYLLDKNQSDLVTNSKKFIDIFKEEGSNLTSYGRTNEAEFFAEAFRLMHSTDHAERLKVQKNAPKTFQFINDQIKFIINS
BoNT-A LC inh2 = blocks Botulinum neurotoxin A light chain protease. multiplex microsphere protease substrate cleavage, flow cytometry. inhibition, % at 10 µM. hit rate 0.17% among 360,000. AID 588499; further: plate controls were buffer without enzyme for full effect and enzyme alone for no effect
Mtb UGM inh = inhibitors of M. tuberculosis UDP-galactopyranose mutase | hit rate 0.06% among 320,000 | purified UGM, fluorescence polarization probe displacement | P9WIQ1 | inhibition, % at 10 µM | AID 504406; in the data active means inhibition above about 10%, passing the limit was not always enough; inconclusive means no clear call, values can overlap the other calls
FadD28 FP inh = M. tuberculosis FadD28 bisubstrate binding inhibition | inhibition, % at 12.5 µM | hit rate 0.22% among 360,000 | FadD28 bisubstrate probe binding, fluorescence polarization | AID 588549; in the data active means inhibition above about 8.5%, passing the limit was not always enough; inconclusive means no clear call, values can overlap the other calls
BioA inh = blocks M. tuberculosis BioA enzyme activity | purified M. tuberculosis BioA enzyme, plate reader | inhibition, % at 9.99 µM | hit rate 0.096% among 360,000; in the data active means inhibition above about 40%; inconclusive means no clear call, values can overlap the other calls
BoNT F protease = blocks Botulinum neurotoxin F light chain protease; Multiplex microsphere protease cleavage assay, flow cytometry; inhibition, % at 10 µM; hit rate 0.22% among 360,000; in the data active means inhibition above about 35%, passing the limit was not always enough; inconclusive means no clear call, values can overlap the other calls; further: plate controls were buffer without enzyme for full effect and enzyme alone for no effect
GDH-TPI counter = GDH-TPI coupled enzyme inhibition counter-screen; GDH-TPI coupled enzyme counterscreen, NADH absorbance; inhibition, % at 4.8 µM; hit rate 1.2% among 360,000; AID 588335; in the data active means inhibition above about 30%;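 further: 0% = DMSO wells and 100% = wells lacking the enzyme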
* hit, by the source's call; ? = inconclusive; . = not tested or not shown; & = joins results of further samples. Unless noted, no stated cut-off is given here; in the data, active means inhibition above about 30%; inconclusive means no clear call, values can overlap the other calls; inactive means below that.

SMILES	Mtb FBA inh	PfHsp40 yeast	Anthrax LF inh2	BoNT-A LC inh2	Mtb UGM inh	FadD28 FP inh	BioA inh	BoNT F protease	GDH-TPI counter
O=C(c1cnn(C(=O)COc2ccc(Cl)cc2)c1)c1ccccc1O	1	0.8	-1	-0.8	1.7	-0.4	.	-7	6
O=C(O)CC(C(=O)Nc1ccc(Cl)cc1Cl)C1CCCO1 (configuration not stated)	-6	-0.1	-1	-0.9	3.0	-4.3	.	-6	1
CCc1ccc(C(=O)C(C)OC(=O)CN2C(=O)NC3(CCCC3)C2=O)cc1 (configuration not stated)	7	-0.8	-2	6.0	.	-1.8	-1.3	4	7
CCOC(=O)C1CCCN(c2oc(-c3ccc(OC)cc3)nc2C#N)C1 (configuration not stated)	132*	1.5	-3	0.1	-0.2	-3.1	1.0	3	-2
CCOc1ncccc1C(=O)OCC(=O)NCc1ccccc1	-1	1.6	-2	0.1	-0.1	-3.3	-0.1	3	-14
O=C(COc1ccc2ccccc2c1)NCCc1ccc2c(c1)OCCO2	-2	-0.2	-3	-0.9	3.1	-2.1	2.8	-8	-3
Cc1cc(=O)oc2cc(OC(C(=O)O)c3ccccc3)ccc12 (configuration not stated)	17	-1.0	-6	0.1	-1.0	.	-0.2	10	24
COC(=O)c1ccccc1NC(=O)CSc1nnc(COc2cccc(OC)c2)n1C	1	0.6	-1	0.0	3.3	-4.1	18	-9	-2
Cc1occc1C(=O)N1CCCC(N2CCN(c3ccccc3F)CC2)C1 (configuration not stated)	2	0.8	-1	2.2	-0.9	0.7	-0.6	3	2
COc1ccc(NC2=Nc3cccc4cccc2c34)cc1OC	-6	2.5	4	1.6	0.8	-0.6	0.4	18	14
CCOC(=O)c1c(O)c2c([nH]c1=O)CCCC2	-1	-0.1	-10	0.7	1.8	0.5	0.3	3	5
CC(C)C(=O)N=C1SC2CS(=O)(=O)CC2N1Cc1ccccc1 (configuration not stated)	6	-0.8	0	-0.9	-0.8	-0.4	-2.5	-1	5
Cc1sc2nc(C3CC3)nc(SCC(=O)N3c4ccccc4CC3C)c2c1C (configuration not stated)	-5	-0.4	?	?	0.0	-2.1	0.9	-15	15
Cc1ccc(S(=O)(=O)NCCC(=O)OC(C)C(=O)NC2CC2)cc1 (configuration not stated)	2	1.4	-1	0.2	.	0.6	0.1	11	8
C[C@@H]1CN([C@@H](C)CO)C(=O)c2cc(Br)cnc2O[C@H]1CN(C)Cc1cccc(C(=O)O)c1	0	.	-4	-0.2	.	0.0	-1.6&1.7	-8	1
O=C(/C=C/c1cc2ccccc2o1)c1ccccc1O	-2	-0.5	-3	0.0	1.8	-0.4	-1.0	-4	30
CCSCc1nnc(SCC(=O)Nc2cc(F)ccc2C)n1C	4	-0.2	-5	-0.2	-1.8	-2.3	0.2	-1	5
CCc1nnc(NS(=O)(=O)c2ccc(N/C=C\C(=O)c3cccc(OC)c3)cc2)s1	2	-0.3	1	0.4	1.3	1.6	.	2	17
O=C(CSc1nc2ccccc2c(=O)[nH]1)c1ccccc1	1	0.4	0	-0.5	2.0	-2.0	0.0	5	5
Cc1ccccc1-n1c(SCC(=O)c2cc(C)n(C)c2C)nnc1-c1ccncc1	-6	0.1	1	-0.3	-0.9	-0.5	.	4	0
COC(=O)C1=NNC2(c3ccc(Cl)cc3)C(=O)N(c3ccccc3)C(=O)C12 (configuration not stated)	4	-0.5	0	-0.9	-0.1	3.0	-1.9	-8	5
CCC1(C)Cc2c(C#N)c(N)sc(=S)c2CO1 (configuration not stated)	3	-0.2	41*	75*	-0.1	1.6	-2.1	24	10
Cc1onc(-c2ccccc2)c1C(=O)OCC(=O)Nc1ccc(OC(F)(F)F)cc1	-3	9.9	-5	1.7	-0.7	-1.3	-1.1	4	-6
CCOc1ccc(S(=O)(=O)N(C)CC(=O)NCc2ccccn2)cc1Cl	1	1.3	6	-0.6	-0.6	-0.4	0.3	-18	-9
CC(=O)N1N=C(c2cccnc2)OC1c1ccc(C(C)C)cc1 (configuration not stated)	-5	-0.9	1	-0.1	-3.7	-2.1	-0.6	4	-4
CC(C)(C)c1ccc(S(=O)(=O)Nc2cccc(C3OCCCO3)c2)cc1	2	0.0	-2	0.9	0.0	-3.1	.	-2	9
CN(C)C(=O)CS(=O)(=O)c1ccc(Cl)cc1	1	0.2	-5	-0.8	-0.6	-5.7	.	-1	-12
O=C(O)C(c1ccccc1)N1C(=O)/C(=C\c2ccc(-c3cccc(Cl)c3)o2)SC1=S (configuration not stated)	-5	2.9	4	39*	?	13*	1.3	6	16
c1ccc(CSc2nncn2-c2ccccn2)cc1	1	-1.5	-1	0.8	3.1	-1.3	1.2	-2	2
O=C(CSc1nc(C2CC2)nc2c1cnn2-c1ccccc1)Nc1c[nH]c(=O)[nH]c1=O	0	-2.1	-10	1.6	0.2	-2.1	-2.3	-6	9

Three compounds drawn at random from those above, as already listed:
SMILES	Mtb FBA inh	PfHsp40 yeast	Anthrax LF inh2	BoNT-A LC inh2	Mtb UGM inh	FadD28 FP inh	BioA inh	BoNT F protease	GDH-TPI counter
CC(=O)N1N=C(c2cccnc2)OC1c1ccc(C(C)C)cc1 (configuration not stated)	-5	-0.9	1	-0.1	-3.7	-2.1	-0.6	4	-4
O=C(CSc1nc(C2CC2)nc2c1cnn2-c1ccccc1)Nc1c[nH]c(=O)[nH]c1=O	0	-2.1	-10	1.6	0.2	-2.1	-2.3	-6	9
COC(=O)C1=NNC2(c3ccc(Cl)cc3)C(=O)N(c3ccccc3)C(=O)C12 (configuration not stated)	4	-0.5	0	-0.9	-0.1	3.0	-1.9	-8	5

More results follow.
SMILES	Mtb FBA inh	PfHsp40 yeast	Anthrax LF inh2	BoNT-A LC inh2	Mtb UGM inh	FadD28 FP inh	BioA inh	BoNT F protease	GDH-TPI counter
C[C@@H]1CN([C@H](C)CO)C(=O)CCCn2nncc2CO[C@H]1CN(C)S(=O)(=O)c1cccc(C#N)c1	5	.	1	-0.2	.	1.5	1.6&-4.8	-9	-2
Cc1ccnc(NC(=O)c2cc(-c3ccc(Cl)s3)nc3ccccc23)c1	8	0.8	-3	3.6	-0.7	-2.6	.	11	13
O=C(c1ccc2ccccc2n1)N1CCN(S(=O)(=O)c2ccc(Cl)cc2)CC1	-4	1.5	-5	-0.4	1.5	-1.6	-2.5	-6	9
COc1ccc(NC(=O)Cc2csc(NC(=O)Nc3ccccc3OC)n2)cc1	4	.	4	-0.3	.	-4.6	-3.8	6	12
Cc1cccc(-c2noc(CNC(=O)c3ccc4c(c3)OCO4)n2)c1	-3	-0.4	0	0.3	-4.7	0.8	-1.3	-3	-10
COc1ccc(-c2nc3c(-c4ccccc4)cnn3cc2C)cc1F	2	-0.9	-6	-1.0	0.3	-0.1	-0.9	-6	12
Cc1ccc(S(=O)(=O)N2CC3(C)CN(S(=O)(=O)c4ccc(C)cc4)CC(C)(C2)C3O)cc1 (configuration not stated)	2	-1.7	0	-0.3	2.7	-1.3	-1.3	8	12
O=S(=O)(Nc1ccccc1F)c1cccc(NC(=S)NCCN2CCOCC2)c1	2	-0.9	0	0.7	2.7	-2.7	-1.4	2	0
NC(=O)c1ccc(NC(=O)CCCNC(=O)c2ccc(Cl)cc2)cc1	-2	-1.3	-4	-0.1	-2.3	.	-0.9	8	10
COc1ccc2cc(CN(C(=O)Nc3ccccc3OC)C3CCCC3)c(=O)[nH]c2c1	-2	-0.7	-3	0.2	0.4	-4.3	.	2	18

Part of the list above in order of formula weight, falling:
SMILES	Mtb FBA inh	PfHsp40 yeast	Anthrax LF inh2	BoNT-A LC inh2	Mtb UGM inh	FadD28 FP inh	BioA inh	BoNT F protease	GDH-TPI counter
O=C(c1ccc2ccccc2n1)N1CCN(S(=O)(=O)c2ccc(Cl)cc2)CC1	-4	1.5	-5	-0.4	1.5	-1.6	-2.5	-6	9
COc1ccc(NC(=O)Cc2csc(NC(=O)Nc3ccccc3OC)n2)cc1	4	.	4	-0.3	.	-4.6	-3.8	6	12
COc1ccc(-c2nc3c(-c4ccccc4)cnn3cc2C)cc1F	2	-0.9	-6	-1.0	0.3	-0.1	-0.9	-6	12

Next records
SMILES	Mtb FBA inh	PfHsp40 yeast	Anthrax LF inh2	BoNT-A LC inh2	Mtb UGM inh	FadD28 FP inh	BioA inh	BoNT F protease	GDH-TPI counter
COc1ccccc1C(=O)NC(=O)COC(=O)c1cccc(C)c1O	1	-0.3	2	1.7	-1.8	-2.9	-1.1	7	3
CN1C(=O)N(C)C(=O)C2(Sc3ccccc3C2=O)C1=O	1	-1.3	0	?	4.1	2.2	-3.0	-7	2
O=c1[nH]c(C2CCCN(S(=O)(=O)c3ccccc3)C2)nc2c1nnn2Cc1ccccc1F (configuration not stated)	0	5.3	3	-0.1	-1.3	-5.4	6.4	-1	-13
Cc1ccc(OCc2ccc(C(=O)Nc3ccc(C(N)=O)cc3)o2)c([N+](=O)[O-])c1	0	-0.1	-1	0.5	2.0	-1.8	.	-3	14
CC1(C)C2CCC(C2)C1(C)N=C1OC(CCl)CS1 (configuration not stated)	-3	0.0	-1	-1.4	2.6	1.3	0.1	?	14
Cc1c(NC(=O)COc2c(F)c(F)c(F)c(F)c2F)c(=O)n(-c2ccccc2)n1C	-2	1.5	4	-1.8	1.5	-0.9	0.2	3	-2
COc1cc(OC)c(NC(=O)CCCNC(=O)Cn2cnc3sc(C)c(C)c3c2=O)cc1Cl	0	1.2	-4	1.4	0.5	-0.8	-1.6	-3	-3
FC(F)Oc1ccc(NC(=S)NCc2ccco2)cc1Cl	0	-1.6	-2	-1.2	-0.2	-5.5	.	-1	-3
COc1ccc(NC(=O)C(NC(=O)c2ccc(=O)[nH]c2)c2ccc(C)cc2)cc1 (configuration not stated)	1	-0.3	0	0.8	0.1	-2.1	-1.9	-4	-2
CCNc1oc(COc2ccccc2F)nc1C#N	0	0.9	2	-0.5	-0.8	-0.6	0.0	-3	-2
CCc1nc2ccc(C(=O)NCC3CCCCC3)cn2c1N(C)Cc1nccs1	1	.	-17	-0.5	.	-0.7	1.6	4	5
Cc1ccc(CNC(=O)c2ccc(C)c(S(=O)(=O)N3CCCCC3)c2)cc1	-1	0.8	3	-0.4	-1.4	0.7	-1.2	-9	7
CCN(CC(=O)NC(C)(C)C)Cc1cc(=O)n2c(-c3ccccc3)csc2n1	-2	-1.7	4	2.1	-3.5	-2.4	-1.1	3	6
CC(CC(=O)Nc1ccc2c(c1)c(=O)n(C)n2-c1ccccc1F)c1ccccc1 (configuration not stated)	139*	.	-3	0.4	.	-1.2	-1.1	3	11
Cc1cc(C)n(-c2c(F)c(F)c(CN3CCCCC3)c(F)c2F)n1	3	-1.1	-10	-0.5	-1.1	1.2	-2.1	-3	1
CC(=O)Nc1cccc(NC(=O)C(=O)NCC(c2ccco2)N2CCc3ccccc32)c1 (configuration not stated)	-1	-1.2	?	?	1.7	-0.3	0.1	?	5
Cc1nc(SCC(=O)NC2CCS(=O)(=O)C2)c2c(C)c(C)sc2n1 (configuration not stated)	0	0.7	0	1.0	.	-0.7	.	-2	4
COc1ccc(OC)c(C(=O)NC2CCCc3c2cnn3-c2cc(C)cc(C)c2)c1 (configuration not stated)	8	.	-2	0.3	.	-1.7	-0.3	-3	-3
O=C(CNC(=O)c1ccccc1)N/N=C/c1ccccc1Cl	0	1.4	-8	-3.9	0.4	-2.4	.	-14	-3
CC(=O)c1cc(-c2ccccc2)n(CCC(=O)NCc2cccs2)c1C	1	0.5	5	0.4	-1.8	-4.0	1.9	16	2
O=C1CCCC(O)=C1C(C#Cc1ccccc1)C1=C(O)CCCC1=O	-5	0.9	1	-3.6	4.0	-2.4	-1.2	-7	9
O=C(CSc1ccccc1)Nc1ccc(Cl)c(S(=O)(=O)N2CCOCC2)c1	0	5.2	-4	-0.4	-1.8	-0.5	-1.8	1	7
